High-throughput results: PubChem BioAssay, PCMD
Yeast eIF2B: modulators of yeast eIF2B activity; S. cerevisiae eIF2B-epsilon R284H, GCN4-lacZ luminescence; inhibition, % at 25 µM (by protocol); 27,000 compounds, 0.91% hits;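 active = mutant luminescence inhibited past about 50% while wild type luminescence and mutant growth stay under set limits, limit read from the data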; also: some compounds called inactive have numbers as strong as hits
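Material – yeast eIF2B-epsilon R284H mutant carrying GCN4–beta-galactosidase fusion · Medium – YPD yeast growth medium · Compound – one concentration, 25 µM, 0.25% DMSO · Times – 16 h at 30 °C exposure · Signal – Beta-Glo luminescence plus absorbance at 595 nm · Read-out – % inhibition of reporter signal and growth versus controls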
Yeast tox: Inhibitors of S. cerevisiae growth, toxicity. S. cerevisiae wild-type growth, A595 turbidity, 16 h. growth inhibition, % at 25 µM (by protocol). 30,000 compounds, 0.3% hits;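 active = mutant and wild-type yeast strains alike exhibit over 30% growth inhibition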;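 also: 0% = untreated cell controls and 100% = YPD media blanks without cells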
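System: S. cerevisiae wild-type or eIF2Bepsilon-R284H mutant strain; times: 16 h growth with compound, 30 °C; signal: absorbance at 595 nm (turbidity); measure: growth inhibition (%) versus cell controls and blanks; compound: 25 µM single dose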
Yeast tox inhibition %: also measured in Yeast tox; calls as there; growth inhibition, %; S. cerevisiae eIF2Bepsilon-R284H mutant growth, A595 turbidity, 16 h;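 each compound tested once at 25 µM; 0% equals untreated cells and 100% equals cell-free medium blanks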
Yeast eIF2B mutant toxicity: recorded beside Yeast eIF2B, whose call it bears; growth inhibition, %; measured here: mutant yeast growth, toxicity;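 each compound tested once at 25 µM; zero equals untreated control growth and 100 equals blank medium absorbance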
Starred values were filed as active, the others as inactive; . = no result given. This is a subset; count on the stated rates, not on these rows.

SMILES	Yeast eIF2B	Yeast eIF2B mutant toxicity	Yeast tox	Yeast tox inhibition %
COc1ccc(CCNc2cc(-c3ccccc3)nc3ncnn23)cc1	7	-31	6	-31
COc1cccc(OC)c1OCCN(C)C	.	.	14	3
COc1ccc2cc3cc(C(=O)N4CCN(c5ccccc5)CC4)oc3nc2c1	.	.	-18	-10
CC1(C)CC(=O)C(C=Nc2ccc3[nH]ncc3c2)=C(O)C1	22	.	.	.
CCN(CC)CCCn1c(=S)[nH]c2cc(OC)c(OC)cc2c1=O	.	.	31	16
COc1nc(-c2ccccc2)ccc1-c1noc(C)n1	4	3	5	3
O=C(NCCCN1CCOCC1)NC1CCCCC1	24	.	-21	0
COc1ccc(CCn2c(SCC(=O)Nc3cc(C)on3)nc3ccccc3c2=O)cc1OC	-5	-15	-12	-15
COc1ccccc1NC(=O)CSc1nncn1-c1cccnc1	16	9	8	9
O=C(CCC1(C(=O)O)CCC(=O)NC1)NCc1ccccc1 (stereo unspecified)	13	15	15	15
Cc1ccccc1CSCCNS(C)(=O)=O	.	.	14	10
COC(=O)c1cc2ccsc2n1CC(=O)Nc1cc(C)cc(C)c1	9	-17	-7	-17
O=C(Nc1ccc(-c2nc3c(ccc4ccccc43)o2)cc1)c1ccco1	.	.	-5	11
CCOc1cccc(-c2nnc(SCC(=O)Nc3cc(OC)cc(OC)c3)n2N)c1	2	-13	-52	-13
CCN(CC)CCN(C)Cc1ccc(Br)cc1	4	20	14	20
COCCn1c(SCC(=O)OC(C)C)nnc1-c1ccccc1	24	-14	15	-14
COc1cccc(NC(=O)CCCn2c(=O)[nH]c3ccccc3c2=O)c1	6	8	-1	8
O=C(Nc1ccon1)c1csc2c1CCCC2	4	9	13	9
CCOc1cc2c(cc1OCC)C(C(=O)O)C(c1cc(OC)c(OC)c(OC)c1)N(C)C2=O (stereo unspecified)	-18	-15	-8	-15
CCNS(=O)(=O)c1cc(Br)ccc1OC	27	6	4	6
O=C(O)Cn1nnnc1-c1ccc(F)cc1	32	-7	-7	-7
NC(=O)Cn1c(=O)n(CCc2ccccc2)c(=O)c2c3c(sc21)CCCC3	10	15	9	15
COc1ccc(OC)c(NC(=O)Cc2coc3cc(C)cc(C)c23)c1	19	-4	-8	-4
O=C(Nc1ccccc1)NC1(C(=O)NCc2ccco2)CCCCC1	18	7	25	7
CCn1c(COc2ccc(Cl)cc2)nnc1SCC(=O)Nc1ccc2c(c1)OCCO2	-16	-24	-19	-24

4 entries from above, with bars between the fields:
SMILES | Yeast eIF2B | Yeast eIF2B mutant toxicity | Yeast tox | Yeast tox inhibition %
O=C(Nc1ccc(-c2nc3c(ccc4ccccc43)o2)cc1)c1ccco1 | . | . | -5 | 11
CCOc1cccc(-c2nnc(SCC(=O)Nc3cc(OC)cc(OC)c3)n2N)c1 | 2 | -13 | -52 | -13
CCN(CC)CCN(C)Cc1ccc(Br)cc1 | 4 | 20 | 14 | 20
COCCn1c(SCC(=O)OC(C)C)nnc1-c1ccccc1 | 24 | -14 | 15 | -14

(continued)
SMILES	Yeast eIF2B	Yeast eIF2B mutant toxicity	Yeast tox	Yeast tox inhibition %
COc1ccc(CCNC(=O)CCNS(=O)(=O)c2ccc3c(c2)CCN3C(C)=O)cc1OC	16	10	17	10
COc1ccccc1NC(=O)CN1CCCCC1	-40	.	.	.
Cc1ccccc1C(=O)NNC(=O)Cc1cccc2ccccc12	26	22	4	22
CC(=O)N1CCc2cc(S(=O)(=O)CCC(=O)N3CCN(C(=O)c4ccco4)CC3)ccc21	17	-11	7	-11
Cc1ccc(C(C)NC(=O)c2cc(C)oc2C)cc1 (stereo unspecified)	4	8	13	8
c1coc(C2Nc3ccccc3C3OCCC23)c1 (stereo unspecified)	7	-14	1	-14
O=C(OCc1ccc(COC(=O)c2ccccn2)cc1)c1ccccn1	9	3	7	3
COC(=O)c1cc2oc(C)cc2n1CC(=O)N1CCCc2ccccc21	29	-5	12	-5
Cc1c(NC(=O)Nc2ccc(Cl)c(Cl)c2)sc(=S)n1C	-28	5	16	5
COc1cc(NC(=O)C2CC(=O)NC3=C2C(=O)CCC3)cc(OC)c1 (stereo unspecified)	-44	-6	-14	-6
O=C1C2=C(SCCS2)C(=O)N1c1ccccc1	18	-9	10	-9
COc1ccc(S(=O)(=O)NCC(c2cccnc2)N2CCN(c3ccccc3OC)CC2)cc1C (stereo unspecified)	-16	.	.	.
CCN(CC)C(=O)c1sc2nc(N3CCOCC3)c3c(c2c1N)CCCC3	.	.	9	0
COc1cccc(NC(=O)C2CC(=O)N(C)C(=Nc3cccc(F)c3)S2)c1 (stereo unspecified)	.	.	-4	-4
Cc1cccc(NC(=O)COc2ccc3oc4c(c3c2)CCCC4)n1	25	2	22	2
COc1cccc(C2CC(C(F)(F)F)n3ncc(C(=O)NCc4ccco4)c3N2)c1 (stereo unspecified)	-1	-7	-26	-7
O=C(CCS(=O)(=O)c1ccc(Br)s1)NCc1ccccc1	20	15	12	15
C=CCn1c(SCC(=O)NCc2ccccc2)nnc1-c1ccccc1O	19	.	19	0
O=C(NCc1cccs1)C1CC(c2ccccc2O)=NO1 (stereo unspecified)	17	14	-7	14
CC(C)CC(N=C1NC(C)(C)Cc2ccccc21)C(=O)O (stereo unspecified)	6	21	18	21
O=C(Oc1cccc2cccnc12)c1ccc(Br)o1	17	.	.	.
OCCN1CCN(CC(O)COCc2ccc3c(c2)OCO3)CC1 (stereo unspecified)	-55	.	.	.
Cc1ccc(Nc2nc(N)nc(CN3CCc4ccccc4C3)n2)cc1	-25	.	-14	0
CCCNC(=S)Nc1ccc(Nc2ccccc2)cc1	8	27	19	27
CCOc1ccc(NC(=O)CSc2nnc(-c3ccoc3C)n2CC2CCCO2)cc1 (stereo unspecified)	28	-11	10	-11

Overlap with the part before: 7 entries; new compounds follow.
SMILES	Yeast eIF2B	Yeast eIF2B mutant toxicity	Yeast tox	Yeast tox inhibition %
O=C(NCc1cccs1)C1CC(c2ccccc2O)=NO1 (stereo unspecified)	17	14	-7	14
CC(C)CC(N=C1NC(C)(C)Cc2ccccc21)C(=O)O (stereo unspecified)	6	21	18	21
O=C(Oc1cccc2cccnc12)c1ccc(Br)o1	17	.	.	.
OCCN1CCN(CC(O)COCc2ccc3c(c2)OCO3)CC1 (stereo unspecified)	-55	.	.	.
Cc1ccc(Nc2nc(N)nc(CN3CCc4ccccc4C3)n2)cc1	-25	.	-14	0
CCCNC(=S)Nc1ccc(Nc2ccccc2)cc1	8	27	19	27
CCOc1ccc(NC(=O)CSc2nnc(-c3ccoc3C)n2CC2CCCO2)cc1 (stereo unspecified)	28	-11	10	-11
CCOC(=O)c1c(N)nn(C(=O)C(C)(C)C)c1-c1ccccc1	-1	-10	11	-10
O=C(Nc1c2c(nn1-c1ccc(Cl)cc1)CS(=O)(=O)C2)c1ccc2c(c1)OCO2	18	10	18	10
Cc1n[nH]c(C)c1SCC(=O)Nc1ccc(F)cc1	43	-4	9	-4
Cc1nc2nc(C)n(-c3ccccc3)c2s1	4	.	.	.
COc1cc(C)nc(NCc2ccccc2)n1	18	.	12	0
CC(C)CCNC(=O)CCCOc1ccccc1	15	24	6	24
COCCCNC(=O)Cn1nnc(-c2ccc(NC(=O)c3ccccc3F)cc2)n1	1	.	.	.
O=C(CCSc1nnc2ccc3ccccc3n12)Nc1ccc(F)cc1	-12	-39	18	-39
CCc1cc2c(NCc3ccco3)ncnc2s1	.	.	-5	4
CCSc1nnc(-c2cccc(S(=O)(=O)N(CC)CC)c2)n1Cc1ccccc1	32	6	13	6
CCSc1nnc([C@H](Cc2ccccc2)NC(=O)OC(C)(C)C)o1	-2	-30	14	-30
COCCNC(=O)C1CC(c2ccc(F)cc2)=NO1 (stereo unspecified)	.	.	12	20
O=C(NCC(=O)N(Cc1ccco1)C(C(=O)NC1CCCC1)c1ccncc1)c1cccs1 (stereo unspecified)	-15	.	.	.
COc1cccc(-n2cnnn2)c1	22	-28	9	-28
CCC(C)n1cnc2c(c1=O)c1nc3ccccc3nc1n2Cc1ccccc1OC (stereo unspecified)	17	-10	-3	-10
CCOC(=O)CSc1nnc(Cc2cc(=O)[nH]c(=O)[nH]2)n1-c1cccc(OC)c1	35	-7	25	-7
CCn1c(SCC(=O)NCc2cccs2)nnc1-c1cccs1	7	17	-9	17
CCOC(=O)CSc1nc(C(C)(C)C)cc(C(F)(F)F)c1C#N	.	.	17	16
COc1ccc(CCNC(=O)c2ccc3nc(-c4ccco4)c(-c4ccco4)nc3c2)cc1OC	-9	10	-4	10
CCC(C)[C@H](NC(=O)NCc1ccccc1Cl)C(=O)O (stereo partly specified)	26	21	14	21
CCOC(=O)C1CCN(CCC(=O)Nc2cccc(Cl)c2C)CC1	8	10	16	10
Cn1c(C(=O)O)cc2cc(F)ccc21	20	5	3	5
O=c1c2c([nH]c3ccccc13)C(=C1CCCC1)CC2	15	24	6	24
OC(C#CCN1CCCC1)c1ccccc1 (stereo unspecified)	16	-5	4	-5
O=C(CC12CC3CC(CC(C3)C1)C2)N1CCCOC1	.	.	-5	-25
SMILES	Yeast eIF2B	Yeast eIF2B mutant toxicity	Yeast tox	Yeast tox inhibition %
CNc1nc(C)c(C(=O)OCc2ccccc2)s1	.	.	13	-16
O=C1NC(c2ccncc2)C(C(=O)c2cccs2)C(O)(C(F)(F)F)N1 (stereo unspecified)	-42	-7	27	-7
COc1c(F)c(F)c(C(=O)Nc2ccccc2N2CCN(C(C)=O)CC2)c(F)c1F	9	-13	3	-13
COCCN(C(=O)Cn1nnc2ccccc21)C(C(=O)NC1CCCCC1)c1ccc(OC)cc1OC (stereo unspecified)	0	10	7	10
C=CCNc1ncnc2c1[nH]c1ccccc12	-21	.	11	0
CCCC/C(O)=C1\C(=O)CC(C)(C)CC1=Nc1ccccc1OC	8	.	3	0
CC(C(=O)N1CCN(c2ccccc2)CC1)N1C(=O)C2CC=CCC2C1=O (stereo unspecified)	-18	42	8	42
Cc1nn(Cc2ccccc2Cl)c2sc(C(=O)NC(C)(C)C)cc12	16	16	-10	16
CC(C)=C1SC(N2CCN(c3cccc(C)c3)CC2)=NC1=O	26	16	12	16
CCOc1ccc(C(=O)NC(C(=O)NCc2ccccn2)C(C)C)cc1 (stereo unspecified)	-10	-5	4	-5
CCOc1ccc(-c2[nH]nc3c2C(c2cccnc2)C(C#N)=C(N)O3)cc1 (stereo unspecified)	23	.	21	0
N#Cc1nc(Cc2cccc3ccccc23)oc1NCCCn1ccnc1	-19	4	21	4
Cc1ccc2c(c1)C1OCCC1C1N2C(=O)C2C(C(=O)O)C3C=CC21O3 (stereo unspecified)	12	7	7	7
CCOC(=O)C(=O)Nc1ccccc1C(=O)NC(C)C	19	5	-11	5
Cc1cccc(C)c1NC(=O)C1(N(Cc2ccco2)C(=O)c2ccccn2)CCCC1	2	3	-5	3
Cn1c(=O)[nH]c(=O)c2c1nc(NCCCn1ccnc1)n2CCOc1ccccc1	16	26	3	26
c1csc(-c2nn3c(Cn4cnc5ccccc54)nnc3s2)c1	10	.	.	.
Cn1c(C(=O)N(Cc2ccccc2)Cc2ccccn2)cc2sccc21	28	-10	-7	-10
COc1ccc(C(=O)N2CCCC(c3nc(-c4cccs4)no3)C2)cc1OC (stereo unspecified)	-5	7	2	7
Cc1csc(C(C#N)C(=O)c2ccc(S(=O)(=O)N3CCCC3)cc2)n1 (stereo unspecified)	19	3	15	3
COc1ccc(N/C(=C(/C(Cl)=C(Cl)Cl)[N+](=O)[O-])n2nnc3ccccc32)cc1	17	6	18	6
COc1ccc(NC(=O)CSc2nnc(-c3cccnc3)o2)cc1	.	.	15	5
Cc1cccc(OC(=O)C2C(c3ccccc3)C(C(=O)O)C2c2ccccc2)c1 (stereo unspecified)	.	.	19	17
COc1ccc(Nc2nnc(Cc3ccccc3)c(=O)[nH]2)c(OC)c1	-33	-10	-13	-10
CCOc1cc(/C=N\NC(=O)Cn2nc([N+](=O)[O-])cc2C)ccc1OCc1cccc2ccccc12	.	.	9	-8
SMILES	Yeast eIF2B	Yeast eIF2B mutant toxicity	Yeast tox	Yeast tox inhibition %
CC(=O)NCCOC(=O)Nc1sc(=S)n(C)c1C	-36	4	12	4
CCOc1ccc2ccccc2c1/C=N/n1cncn1	-26	-20	-3	-20
CC(C)OC(=O)CSc1nnc(-c2ccncc2)n1N	-7	-2	-8	-2
CCOC(=O)C1=C(C)NC(C)=C(C(=O)OCC)C1	8	-9	8	-9
COc1ccc2oc(=O)c(C(C)=O)cc2c1	15	15	11	15
CC1CCCCC1NCC(=O)Nc1ccccc1-c1ccccc1 (stereo unspecified)	23	-26	-9	-26
Cc1c(O)ccc(-c2[nH]ncc2-c2nc3ccccc3s2)c1O	.	.	-1	-15
CC(C)Oc1ccc(C(=O)O)c(C(=O)O)c1	44	-25	-18	-25
Cc1cccc(NC(=O)C23CCC(C)(/C(=N/O)C2)C3(C)C)c1 (stereo unspecified)	-8	10	8	10
CCCCn1c(CN2CCN(c3cccc(Cl)c3)CC2)nc2c1c(=O)[nH]c(=O)n2C	16	-8	-4	-8
Cc1cn(S(=O)(=O)c2ccc(Br)cc2)cn1	10	21	15	21
